SIRT5 inh: inhibitors of human sirtuin-5 desuccinylase; Q9NXA8; Purified SirT5, succinyl-peptide AMC, trypsin-coupled fluorescence; inhibition, % at 15 µM; 330,000 compounds, 1.1% hits; AID 652115; in the data active means inhibition above about 15%; inconclusive means no clear call, values can overlap the other calls
Target sequence (Q9NXA8 whole entry, looked up): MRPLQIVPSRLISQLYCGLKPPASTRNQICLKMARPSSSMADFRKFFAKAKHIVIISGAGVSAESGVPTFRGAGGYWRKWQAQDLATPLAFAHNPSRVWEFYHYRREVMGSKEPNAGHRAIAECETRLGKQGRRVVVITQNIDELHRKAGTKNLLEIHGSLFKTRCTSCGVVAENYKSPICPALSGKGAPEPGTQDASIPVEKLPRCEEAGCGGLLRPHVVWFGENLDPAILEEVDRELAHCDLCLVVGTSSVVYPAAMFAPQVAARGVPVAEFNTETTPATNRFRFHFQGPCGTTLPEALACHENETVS
CASP6 VEID inh: caspase-6 (human) enzyme inhibition; purified caspase-6, Z-VEID-R110 cleavage fluorescence; 350,000 compounds, 0.53% hits; inhibition, % at 12.5 µM; P55212;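 active means mean inhibition across replicates at least about 35%, with every replicate also reaching that limit, limit read from the data; inconclusive means only one of the two criteria met; inactive means neither criterion met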;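 further: 0% = median of neutral control wells and 100% = no fluorescence left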
Target sequence (P55212 24-179 limits assumed): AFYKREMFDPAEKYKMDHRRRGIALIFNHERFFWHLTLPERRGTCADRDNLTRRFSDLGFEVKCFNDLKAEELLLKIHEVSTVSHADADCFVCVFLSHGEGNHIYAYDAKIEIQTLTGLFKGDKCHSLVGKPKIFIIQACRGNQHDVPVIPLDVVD
Target sequence (P55212 194-293 limits assumed): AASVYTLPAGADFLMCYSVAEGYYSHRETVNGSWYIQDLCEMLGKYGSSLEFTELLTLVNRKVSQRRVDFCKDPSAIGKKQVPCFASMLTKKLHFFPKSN
LGR2 inh: blocks bursicon-induced cAMP signaling via Drosophila LGR2; HEK293 LGR2, CRE-luciferase, bursicon-stimulated, 4 h; inhibition, % at 9.99 µM; 380,000 compounds, 0.35% hits;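 active means drop in luminescence signal, shown as inhibition above about 50% in the replicate tests, limit read from the data, passing the limit was not always enough; inconclusive means probably only some replicates passing the limit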;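 further: agonist challenge used bursicon conditioned medium at about half maximal strength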
Statin myotox sup: suppression of simvastatin myotoxicity; 330,000 compounds, 0.78% hits; rescue of ATP level, % at 7.49 µM; C2C12 myotubes + simvastatin, ATP luminescence, 48 h; scaled: DMSO 0, geranylgeraniol control 100;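 active means mean ATP rescue above about 67%, or every replicate alone reaching that limit, limit read from the data, passing the limit was not always enough; inconclusive means no clear call, values can overlap the other calls; inactive means mean under the limit and some replicate under it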;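 further: myotubes were challenged with 10 µM simvastatin during compound exposure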
esBAF inh: SWI/SNF esBAF complex inhibition. mouse ES cells, Bmi1-luciferase knock-in reporter, 24 h; 100% = twice the neutral-well signal. reporter increase, % at 12.5 µM. 350,000 compounds, 2% hits; in the data active means activation above about 40%; inconclusive means no clear call, values can overlap the other calls;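 further: 0% = median of the plate's neutral control wells and 100% = double that signal; a rise in the Bmi1 reporter signal indicates esBAF inhibition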
FN deposition inh: fibronectin deposition inhibition; inhibition, % at 12.6 µM; AH1F fibroblasts, Alexa488-fibronectin deposition fluorescence, overnight; 350,000 compounds, 0.086% hits;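 active means mean inhibition across replicates of 30% or more, regardless of how many single replicates reach that level; inconclusive means mean under 30% yet at least half of replicates reach 30%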;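 further: positive control wells lacked labelled fibronectin entirely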
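Material: AH1F fibroblasts assembling fluorescent fibronectin matrix; amount: 10000 AH1F cells/well; medium: DMEM, 2% serum; reagent: Alexa488-fibronectin, 24 nM final in well; dosing: single compound dose, delivered by pin transfer; incubation: 1 h adhesion, overnight exposure; detection: fluorescence after three HBSS washes, excitation 485 nm, emission 525 nm; measure: fibronectin deposition inhibition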
S100A4 inh HTS: S100A4-myosin IIA interaction inhibition; P26447; 360,000 compounds, 0.14% hits; S100A4/TAMRA-MyoIIA peptide fluorescence polarization; inhibition, % at 10.7 µM;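 active means mean inhibition of at least 70% across replicates, with every replicate also reaching that level; inconclusive means mean inhibition reaches 70% but some replicates fall short; inactive means mean inhibition below 70%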
Target sequence (P26447 whole entry, looked up): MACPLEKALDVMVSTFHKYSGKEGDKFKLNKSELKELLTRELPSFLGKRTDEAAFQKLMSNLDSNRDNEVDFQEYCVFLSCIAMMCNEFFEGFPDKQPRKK
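Assay system: human S100A4 monomer with TAMRA-labelled myosin IIA peptide / Buffer or medium: Calcium-containing HEPES buffer, pH 7.2 / Reagent: TAMRA-labelled myosin IIA heavy-chain peptide probe, 5 nM / Compound: one dose per compound / Timing: polarization read 5 min after assay mix addition, stable 5–60 min / Benchmarks: neutral control DMSO, positive control TFP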
* hit, by the source's call; ? = inconclusive; · = no result given; & = joins results of further samples.

SMILES	SIRT5 inh	CASP6 VEID inh	LGR2 inh	Statin myotox sup	esBAF inh	FN deposition inh	S100A4 inh HTS
COC(=O)C1=C(c2ccc3ccccc3c2)C[C@@H]2CC[C@H]1N2C(=O)NCC1CC1	-4.4	4.2	-4.3	-2.9	6.7	-15.0	-1.7
COc1ccc(CNCCc2c[nH]c3ccccc23)c(OC)c1OC	-2.9	-2.5	16.5	-4.0	-2.8	-0.6	-5.0
CC(=O)c1cn(Cc2ccc(C#N)cc2)c2ccccc12	-1.8	1.1	-24.5	10.2	-3.9	12.2	8.1
Cc1ccccc1-[n+]1c(-c2ccccc2)cc(-c2ccccc2)cc1-c1ccccc1	-1.2	-1.8	31.1	-179.7	-71.9	5.8	39.6
CCCCn1c(O)c(C(C)=NCc2ccco2)c(=O)[nH]c1=O	-2.1	14.0	-8.1	8.2	-7.3	5.4	6.1
CCOP(=O)(OCC)C(NC(=O)c1cccc([N+](=O)[O-])c1)C(Cl)(Cl)Cl (stereo not given)	-1.4	0.2	12.5	·	·	-3.8	-6.3
C/C=C1\NC(=O)[C@H](C)NC(=O)[C@@H](NC(=O)[C@H](Cc2ccc(O)cc2)NC(=O)[C@@H](NC(=O)/C(C)=C/C)C(C)C)[C@@H](C)OC(=O)[C@H](CCCc2ccc(O)cc2)NC(=O)[C@@H](CCC(=O)O)NC1=O	22.4*	19.8	3.1	-1.3	4.8	1.5	-3.5
CCc1cc(OC)c(CCN)cc1OC	·	-1.7	3.8	·	·	·	0.2
O=C(c1ccc(Cl)cc1)C1CCCN(Cc2cccc3cccnc23)C1 (stereo not given)	1.5	0.2	20.5	-3.8	-4.7	·	-4.3
O=C1NCCN2CCCC12 (stereo not given)	·	·	·	-5.3	-3.6	-4.9	4.8
CCOc1ccccc1NC(=O)N1CCC2(CC1)OCCO2	·	·	15.2	0.7	-8.9	-2.6	·
COC(=O)C1=C(c2ccc(F)cc2F)C[C@@H]2CC[C@H]1N2C(=O)NC1Cc2ccccc2C1	·	1.9	-18.8	-2.0	4.6	-3.3	5.1
COC(=O)C1=C(c2cccc(NC(C)=O)c2)C[C@@H]2CC[C@H]1N2C	·	-1.9	-3.6	1.5	-8.8	-10.8	-2.9
COC1=CC(=O)OC(/C=C/c2ccccc2)C1 (stereo not given)	-2.6	0.6	-5.1	-3.5	6.6	-4.1	-2.3
Clc1cccc(CNCCc2ccc3c(c2)OCO3)c1	-0.9	·	-10.8	?	-11.7	0.9	8.8
COP(=O)(/C=C(\Cl)c1ccccc1)/C=C(\Cl)c1ccccc1	3.3	1.3	-1.2	0.7	5.7	8.5	-9.4
COc1ccc(OC)c(N=Cc2c(O)n(Cc3ccccc3)c(=S)[nH]c2=O)c1	0.3	3.1	·	-0.5	2.7	8.3	0.3
CCCCCP(=O)(O)c1ccccc1	·	·	·	-0.4	-7.2	-2.7	·
COc1ccc(OC)c(NC2=NCCS2)c1	-6.8	-4.5	0.4	-4.0	1.5	-1.2	-3.3
O=C(O)CCn1cc(C=C2C(=O)NC(=O)NC2=O)c(-c2cc3ccccc3oc2=O)n1	2.1	5.8	8.1	·	·	·	0.2

Retrieved by compound from the list above:
SMILES	SIRT5 inh	CASP6 VEID inh	LGR2 inh	Statin myotox sup	esBAF inh	FN deposition inh	S100A4 inh HTS
CCOc1ccccc1NC(=O)N1CCC2(CC1)OCCO2	·	·	15.2	0.7	-8.9	-2.6	·
COP(=O)(/C=C(\Cl)c1ccccc1)/C=C(\Cl)c1ccccc1	3.3	1.3	-1.2	0.7	5.7	8.5	-9.4
CCCCCP(=O)(O)c1ccccc1	·	·	·	-0.4	-7.2	-2.7	·
Clc1cccc(CNCCc2ccc3c(c2)OCO3)c1	-0.9	·	-10.8	?	-11.7	0.9	8.8

The list goes on.
SMILES	SIRT5 inh	CASP6 VEID inh	LGR2 inh	Statin myotox sup	esBAF inh	FN deposition inh	S100A4 inh HTS
C[C@H](CO)N1C[C@H](C)[C@@H](CN(C)C(=O)Oc2ccccc2)OCc2cnnn2CCCC1=O	-6.8&-0.5	1.2&-3.4	13.1&-5.2	-3.2&12.2	-1.8&0.0	4.2&1.1	-2.3&-2.5
COc1ccc(C(O)(c2cncnc2)C2CC2)cc1 (stereo not given)	11.5	-0.2	·	·	·	·	6.8
O=C(Cc1cccnc1)N1CCCCN2[C@H](CO)[C@H](c3ccc(C#CC4CCCC4)cc3)[C@H]2C1	-0.5	0.1	-9.3	0.8	-14.1	·	6.5
COC(=O)C1=C(c2ccc(OC(F)(F)F)cc2)C[C@@H]2CC[C@H]1N2C(=O)NC(C)C	·	-1.3	12.8	-9.8	10.4	-6.4	-5.0
CC1=NCCc2c1[nH]c1cc(O)ccc21	-18.9	-51.6	13.3	-0.2	-5.4	3.0	-14.4
O=C(O)[C@H]1[C@H](CO)[C@H]2Cn3c(ccc(-c4ccccc4)c3=O)[C@@H]1N2CC1CCCCC1	-2.7	-1.5	-5.7	15.0	-2.0	·	4.7
Cc1ccc2c(c1)C1CN(C)CCC1N2C(=O)c1cn(-c2ccccc2)nc1-c1ccccc1 (stereo not given)	2.0	-2.4	?	·	·	-8.0	1.9
C[C@@H]1CN([C@@H](C)CO)C(=O)CCCn2cc(nn2)CO[C@H]1CN(C)C(=O)Oc1cccc2ccccc12	1.0&0.0	-1.1&3.2	6.1&0.7	16.9&10.7	-5.8&1.1	3.7&-1.0	1.0&60.0
O=C(Cc1ccccn1)N1CC2(C1)[C@H](c1ccccc1)[C@@H](CO)N2Cc1ccccn1	1.6	-1.3	-20.4	·	·	·	22.4
O=C(NC1CC1)C1CSC(c2cccnc2)=N1 (stereo not given)	·	·	4.7	3.1	-4.2	10.4	·
Cc1ccc(OC(=O)N(C)C[C@@H]2OCc3ccccc3-c3c(n(C)c4ccccc34)C(=O)N([C@@H](C)CO)C[C@H]2C)cc1	8.3	0.8	33.1	·	·	1.4	-4.3
Cc1cccc(OCCn2cccc2/C=C2/C(=O)NC(=O)N(Cc3ccco3)C2=O)c1	0.4	44.2*	-30.1	·	·	19.0	-7.2
O=c1[nH]c(=O)n(Cc2ccccc2)c(O)c1C=NCCCO	·	·	·	6.8	3.2	-24.2	·
Cc1cccc(CNCCc2ccccc2)n1	-2.8	0.3	-4.1	3.5	4.1	-0.2	5.9
COC(=O)C1=C(c2cccc(C#N)c2)C[C@@H]2CC[C@H]1N2C(=O)NCC1CC1	·	12.0	1.4	-8.4	5.6	-4.5	1.2
O=C(NCCN1CCOCC1)c1ccc(Cl)nc1Cl	-4.3	0.3	-28.4	·	·	-3.7	-20.7
Cc1ccc(-[n+]2c(Cc3nn(-c4ccccc4)c(C)[n+]3-c3ccc(C)cc3)nn(-c3ccccc3)c2C)cc1	-0.5	-20.1	-2.6	11.3	-9.4	6.0	-2.8
CCOC(=O)C12C(=O)OCC1C2c1ccccc1 (stereo not given)	-0.9	0.5	3.1	·	·	-8.7	-5.6
O=c1c2ccccc2nc(-c2ccccc2)n1-c1cccc(O)c1	-6.7	-1.0	·	-5.5	-8.9	5.2	8.6
C=CCn1c(O)c(/C(C)=N/N2CCN(C)CC2)c(=O)[nH]c1=O	4.4	-9.6	-12.0	·	·	7.4	-1.0
CCCCn1c(O)c(C(=O)/C=C/c2c[nH]c3ccccc23)c(=O)[nH]c1=O	-0.5	1.6	·	·	·	12.6	25.2
O=C1NC(=O)C(=Cc2ccc(-c3ccc(F)cc3O)o2)C(=O)N1	0.0	9.4	6.3	·	·	7.3	-5.8
COC(=O)[C@@H]1[C@@H](CO)[C@@H]2Cn3c(ccc(-c4cccc(OC)c4)c3=O)[C@H]1N2C(=O)c1cnccn1	3.2	0.4	-17.3	4.1	-2.1	·	1.2
Cn1c(C(=O)O)c(CC(=O)N2CCN(Cc3ccccc3)CC2)c2ccccc21	·	·	3.8	-2.3	-9.4	·	·
CCC(=O)OC1(c2ccccc2)CCN(C)CC1C (stereo not given)	-10.6	15.8	-12.8	·	·	-1.2	24.4
Cc1cc(/C=C2\C(=O)NC(=O)N(c3ccc(Br)cc3)C2=O)c(C)n1-c1cc(C(=O)O)cc(C(=O)O)c1	13.0	0.9	20.3	2.9	5.5	5.1	-33.3
O=C1NC(=O)N(c2ccc3c(c2)OCO3)C(=O)/C1=C\c1ccc(N2CCCCC2)o1	0.4	17.5	26.2	6.0	-1.4	-0.2	-24.6
Cc1cc(N=Nc2ccccc2C)ccc1N	-1.3	-0.6	-117.4	24.7	31.2	2.9	-0.2
COc1ccc(C2CC(c3c(O)n(CCc4ccccc4)c(=O)[nH]c3=O)=NN2)cc1OC (stereo not given)	·	1.7	-18.7	·	·	-1.5	-7.7
CCCNC(=O)N1[C@H]2CC[C@@H]1C(C(=O)OC)=C(c1cccc(Cl)c1)C2	-1.7	-0.3	-4.4	9.0	-2.4	-2.3	-0.2

Compounds shown so far that have a cyano group:
SMILES	SIRT5 inh	CASP6 VEID inh	LGR2 inh	Statin myotox sup	esBAF inh	FN deposition inh	S100A4 inh HTS
CC(=O)c1cn(Cc2ccc(C#N)cc2)c2ccccc12	-1.8	1.1	-24.5	10.2	-3.9	12.2	8.1
COC(=O)C1=C(c2cccc(C#N)c2)C[C@@H]2CC[C@H]1N2C(=O)NCC1CC1	·	12.0	1.4	-8.4	5.6	-4.5	1.2

Carrying on:
SMILES	SIRT5 inh	CASP6 VEID inh	LGR2 inh	Statin myotox sup	esBAF inh	FN deposition inh	S100A4 inh HTS
COC(=O)C1C(OC(=O)c2ccccc2)CC2CCC1N2C (stereo not given)	·	7.6&1.4	8.4	-1.8&-33.7	2.7&-1.4	·	-1.2&2.2
CCCN1[C@@H]2c3ccc(-c4cccc(OC)c4)c(=O)n3C[C@H]1[C@H](CO)[C@H]2C(=O)OC	-6.6	0.5	-8.2	·	·	·	6.3
CC(Cc1cnccn1)NCc1c(C(=O)N2CCCCCCC2)nc2ccc(Cl)cn12 (stereo not given)	0.8	23.1	-8.7	-0.6	-12.1	1.6	-0.7
O=C(Cc1cccnc1)N1CCCCN2[C@@H](CO)[C@@H](c3ccc(/C=C/c4ccccc4)cc3)[C@@H]2C1	-0.2	0.1	-2.6	·	·	·	4.3
O=C(Cc1cccnc1)N1CCCCN2[C@H](C1)[C@H](c1ccc(C#CC3(O)CCCC3)cc1)[C@@H]2CO	-3.2	-2.0	-10.9	13.5	-2.4	·	-8.9
CC(N)C(=O)OC(C)(C)Cc1ccc(Cl)cc1 (stereo not given)	-3.6	0.3	1.6	-21.2	7.4	-3.0	2.3
COCC(=O)N1[C@@H]2c3ccc(C4=CCCC4)c(=O)n3C[C@H]1[C@H](CO)[C@H]2C(=O)OC	-9.0	4.4	-15.6	-0.9	-3.1	·	0.3
O=C(CN1CCCCC1)c1ccc(F)cc1	-2.8	3.6	-2.8	·	·	2.7	3.1
CC(C)CN1Cc2cc(-c3ccccc3)ccc2-n2nncc2C1	-3.1	1.5	-29.1	12.6	13.5	-2.6	-8.9
Cc1ccccc1N1C(=O)CC(=O)NC1=O	·	·	·	6.5	-7.5	8.2	·
Cc1cccc(NP(=O)(Oc2ccccc2)Oc2ccccc2)c1C	1.4	3.7	-15.1	14.8	-8.1	1.4	-2.5
CCn1cc(C(=O)N2CCCCC2)c2ccccc21	1.1	-4.7	-8.9	·	·	-2.1	-41.9
C=C1[C@@H](OC(C)=O)[C@]23C[C@@H]1[C@@H](OC(C)=O)CC2[C@]12C4C[C@H]3[C@H]1N(CC)C[C@]4(C)CC[C@@H]2O (stereo not given in full)	·	2.7	·	0.7	-5.0	·	-15.9

Bioassay records deposited in PubChem BioAssay by Broad Institute.

This is a subset; count on the stated rates, not on these rows.
